dFosB activator – enhances mouse delta FosB homodimer DNA binding. purified delta FosB, TAMRA-CDK5 oligo fluorescence polarization; percent of positive-control signal above neutral wells. activation, % at 25 µM. AID 493131. hit rate 0.99% among 340,000. P13346;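 active means mean activation above about 17%, with every replicate also reaching it, limit read from the data, passing the limit was not always enough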;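 further: fluorescence polarization rise as delta FosB binds a TAMRA Cdk5 AP-1 oligo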
PvdQ inh – P. aeruginosa PvdQ acylase inhibition. purified PvdQ acylase, fluorescence plate reader. inhibition, % at 10 µM. hit rate 0.063% among 340,000. AID 488965; in the data active means inhibition above about 30%, passing the limit was not always enough;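 further: 0% = vehicle neutral wells and 100% = reference inhibitor wells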
SR-BI HDL uptake – blocks mouse SR-BI lipid uptake from DiI-HDL; hit rate 0.96% among 320,000; inhibition, % at 12.5 µM; ldlA[mSR-BI] CHO cells, DiI-HDL uptake fluorescence, 3 h; AID 488896; Q61009;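 active means mean replicate inhibition of at least 70% and a set share of replicates each scoring 70 or more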;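 further: 0% = median of neutral control wells and 100% = median of positive control wells; values of inactives mirror those of a sister screen read the other way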
Wnt act – activates Wnt/beta-catenin signaling in a reporter cell assay. activation, % at 9.35 µM. AID 743398. activator, plate reader. hit rate 1.2% among 300,000; in the data active means activation above about 30%, passing the limit was not always enough;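 further: 0% = neutral control wells and 100% = positive control wells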
HTR5A inv ctr – HTR5A inverse agonism, opioid heterodimer counter-screen; hit rate 0.083% among 340,000; P47898; HTR5A cell line, luminescence; inhibition, % at 9.3 µM; in the data active means inhibition mostly above about 23%, no sharp cut-off; inactive means mostly below about 18%;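 further: 0% = cells with DMSO and 100% = no-cell wells with DMSO; some compounds called inactive have numbers as strong as hits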
MITF TRPM1 HTS – MITF TRPM1 promoter activation in melanoma cells | SK-MEL-5 TRPM1-promoter luciferase, 24 h; % of positive control, neutral wells = 0 | activation, % at 12.5 µM | hit rate 0.75% among 300,000 | AID 588334;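 active means mean activation of at least 80% with every replicate also reaching 80%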;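 further: 0% = neutral control wells and 100% = parthenolide positive control wells; values of inactives mirror those of a sister screen read the other way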
V-ATPase pH – regulators of yeast V-ATPase proton transport; hit rate 0.37% among 350,000; response, % at 10 µM; S. cerevisiae, pHLuorin cytosolic pH fluorescence; in the data active means response mostly above about 7.3%, no sharp cut-off; inactive means mostly below about 5.4%; further: actives read high; inactives centre near 0; some compounds called inactive have numbers as strong as hits; reference of the scale not given here
NSD2 inh – NSD2 (human) methyltransferase inhibition | O96028 | NSD2 peptide methylation, AlphaScreen, 120 min | inhibition, % at 12.5 µM | hit rate 0.54% among 310,000 | AID 743445; in the data active means inhibition above about 50%
HTR5A ag – counter-screen for OPRM1-OPRD1 agonists: human HTR5A agonism; P47898; HTR5A agonist assay, luminescence, cell-based; activation, % at 9.3 µM; hit rate 0.61% among 340,000; AID 504692; in the data active means activation mostly above about 9.5%, no sharp cut-off; inactive means mostly below about 7.6%;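 further: 0% = cells with vehicle only and 100% = reference agonist; strong numbers were not always called active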
CDK5 p35 inh – blocks human CDK5/p35 kinase activity | hit rate 0.01% among 330,000 | Recombinant CDK5/p35, ADP-Glo luminescence, 60 min | inhibition, % at 10 µM | Q00535+Q15078;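 active means highest replicate inhibition of at least 50% and at least 75% of replicates reaching 50%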;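 further: plate controls were DMSO neutral control for no effect and GW8510 at 10 µM for full effect; many of its hits are not listed in these tables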
An asterisk follows results filed as active; · = no result given; & = joins results of further samples.

1. CCc1ccc(C(=O)CSc2ncn[nH]2)cc1
2. NCCCC[C@H]1CNC(=O)C(=O)N1CCc1cc(C(F)(F)F)cc(C(F)(F)F)c1
3. CCOC(=O)C1CCCN(Cc2nc(C3CC3)no2)C1 (stereo not drawn)
4. COc1ccccc1N1CCN(C(=S)Nc2ccccc2)CC1
5. Cc1cccc(NC(=O)c2cc3ccccc3oc2=O)c1
6. Cc1ccc(CN(CC(O)COc2cccc3[nH]cc(C)c23)C(C)(C)C)cc1 (stereo not drawn)
7. O=C(CSc1cccc[n+]1[O-])Nc1ccc2c(c1)OCCO2
8. CCCCN1CC(O)=C(c2nc(-c3ccc(Cl)cc3)cs2)C1=N

assay / compound	1	2	3	4	5	6	7	8
dFosB activator	-2.4	-19.4	-10.4	-2.8	-5.6	-5.6	3.9	-6.1
PvdQ inh	-18.2	0.3	-13.5	-11.1	-7.5	-12.3	-7.0	-16.7
SR-BI HDL uptake	3.4	-19.2	·	5.1	-6.6	2.2	-14.1	58.3
Wnt act	·	1.4	3.1	-1.3&-3.7	15.1	-0.3	1.4	-2.6
HTR5A inv ctr	1.8	1.8	-12.4	-51.7	2.5	-9.6	-9.0	-1.8
MITF TRPM1 HTS	53.7	-2.0	-5.3	23.3	11.9	7.6	13.0	·
V-ATPase pH	3.6	4.7	-4.2	2.0	-0.6	-1.2	-1.9	-0.3
NSD2 inh	-1.9	·	1.7	2.4&5.5	-0.1	·	-1.3	-0.3
HTR5A ag	-0.1	0.1	-2.3	1.4	1.6	2.6	3.2	0.6
CDK5 p35 inh	-0.5	1.6	0.3	-1.9	0.4	0.7	-0.4	-0.8

Copied from the list.
Result for cpd 1 in PvdQ inh: -18.2
Result for cpd 8 in HTR5A inv ctr: -1.8

Other structures
9. COc1ccc(CS(=O)(=O)c2ncn[nH]2)cc1
10. Cc1ccccc1-n1ncc2c1CC(C)(C)CC2NC(=O)C1=CC(=O)CC(C)(C)O1 (stereo not drawn)
11. Cn1c(CN2CCCC2)nc2cc(NC(=O)C3CCCCC3)ccc21
12. Cc1cccc(/C=N/n2c(C)nnc2C)c1
13. O=C(c1ccc(-c2ccc(Cl)cc2)o1)N1CCN(S(=O)(=O)c2cccs2)CC1
14. Cc1ccc2c(c1)C=CC(C)(C)S2=O (stereo not drawn)
15. CCC(Sc1nc(C)cc(=O)[nH]1)C(=O)Nc1nc2c(s1)CCCC2 (stereo not drawn)
16. CCOC(=O)NC(NCc1ccccc1Cl)(C(F)(F)F)C(F)(F)F

assay / compound	9	10	11	12	13	14	15	16
dFosB activator	1.9	-3.5	-3.9	-8.6	-6.1	-6.7	-8.7	-4.6
PvdQ inh	-17.4	-15.7	1.8	-10.7	-7.5	-4.9	-7.4	4.0
SR-BI HDL uptake	-12.5	15.0	-19.4	-33.0	10.4	-17.8	-1.4	-10.1
Wnt act	-2.7	-0.9	·	·	-0.5	-0.4	·	-0.8
HTR5A inv ctr	-22.2	-17.2	2.5	11.5	-20.7	-3.2	13.2	5.0
MITF TRPM1 HTS	6.0	-1.2	-1.0	3.7	17.2	7.6	-5.1	1.3
V-ATPase pH	3.0	-2.2	11.1	-0.5	-0.7	-0.6	1.1	-0.6
NSD2 inh	-0.2	-2.8	0.7	-1.7	-1.9	-3.4	4.8	-3.3
HTR5A ag	5.7	4.4	3.6	-3.9	5.7	1.2	-5.6	-2.8
CDK5 p35 inh	-1.4	-1.8	-0.4	0.1	-0.3	0.3	-4.7	4.2

Two compounds from above, showing only dFosB activator, CDK5 p35 inh and V-ATPase pH.
# | canonical_smiles | dFosB activator | CDK5 p35 inh | V-ATPase pH
12 | Cc1cccc(/C=N/n2c(C)nnc2C)c1 | -8.6 | 0.1 | -0.5
13 | O=C(c1ccc(-c2ccc(Cl)cc2)o1)N1CCN(S(=O)(=O)c2cccs2)CC1 | -6.1 | -0.3 | -0.7

(cont.)
17. CC/S(C)=N/S(=O)(=O)c1ccc(C)cc1 (stereo not drawn)
18. COc1ccccc1NC(=O)CSc1nnc(COc2ccccc2OC)n1C
19. NCCCNC(=O)c1ccc(/C=N/O)nc1
20. COc1cc(/C=N/OCC(=O)Nc2cc(C)on2)ccc1OCc1ccccc1
21. CC(C)CN1CCC(=O)N([C@H](COc2ccccc2)Cc2ccccc2)CC1
22. O=C(O)C1C2CCC(C2)C1C(=O)NCc1ccccn1 (stereo not drawn)
23. O=C(NCc1ccc2c(c1)OCO2)C1CCC(=O)N1C1CCCC1 (stereo not drawn)
24. C=CCNC(=O)c1ccc(-c2nc(-c3ccccc3)cs2)cc1

assay / compound	17	18	19	20	21	22	23	24
dFosB activator	3.5	-0.1	1.0	0.2	-5.7	-0.9	-2.2	-9.1
PvdQ inh	-9.6	-14.0	-3.1	-16.0	3.9	-5.4	5.3	-10.7
SR-BI HDL uptake	3.1	28.1	-17.9	10.0	-14.0	0.1	-10.0	9.7
Wnt act	-2.9	-1.8	2.6	-1.4	-1.1	·	-1.7	·
HTR5A inv ctr	10.0	7.0	-21.3	19.1	-1.6	8.2	0.8	8.3
MITF TRPM1 HTS	-3.3	3.5	-1.2	8.7	11.5	-1.0	-8.6	·
V-ATPase pH	2.5	4.9	-1.1	-1.1	-5.3	·	2.5	0.1
NSD2 inh	-4.2	-0.6	-9.5	-4.5	·	-2.9	1.4	-0.2
HTR5A ag	-2.9	-2.9	-4.3	0.0	0.9	6.4	-0.3	-2.7
CDK5 p35 inh	0.8	0.8	-1.2	0.2	1.0	-2.2	-0.2	-1.6

25. CC1CCCCN1S(=O)(=O)c1ccc(S(=O)(=O)N2CCN(C)CC2)cc1 (stereo not drawn)
26. CC1(C)Nc2ccccc2C(=O)N1c1ccccc1
27. COC(=O)c1cc(OC)c(OC)cc1NC(=S)N1CCCC1
28. CN(CCO)CCC(=O)NC1(C)CS(=O)(=O)CC1S(=O)(=O)O (stereo not drawn)

assay / compound	25	26	27	28
dFosB activator	4.0	-1.1	3.0	-0.9
PvdQ inh	-10.8	-13.3	5.4	1.5
SR-BI HDL uptake	·	23.0	-10.6	·
Wnt act	6.1	5.9	0.3	1.5
HTR5A inv ctr	-9.1	16.3	-2.7	-4.0
MITF TRPM1 HTS	-8.4	41.8	1.5	-4.1
V-ATPase pH	0.6	4.6	-0.2	1.9
NSD2 inh	-2.9	-2.3	-1.6	-0.6
HTR5A ag	3.0	-4.4	4.8	-0.6
CDK5 p35 inh	0.6	0.7	-0.4	-2.9

Complete entries as entered above:
Entry for CC1(C)Nc2ccccc2C(=O)N1c1ccccc1 → dFosB activator: -1.1; PvdQ inh: -13.3; SR-BI HDL uptake: 23.0; Wnt act: 5.9; HTR5A inv ctr: 16.3; MITF TRPM1 HTS: 41.8; V-ATPase pH: 4.6; NSD2 inh: -2.3; HTR5A ag: -4.4; CDK5 p35 inh: 0.7
Entry for CN(CCO)CCC(=O)NC1(C)CS(=O)(=O)CC1S(=O)(=O)O (stereo not drawn) → dFosB activator: -0.9; PvdQ inh: 1.5; SR-BI HDL uptake: ·; Wnt act: 1.5; HTR5A inv ctr: -4.0; MITF TRPM1 HTS: -4.1; V-ATPase pH: 1.9; NSD2 inh: -0.6; HTR5A ag: -0.6; CDK5 p35 inh: -2.9

Bioassay records: PubChem BioAssay, several laboratories

Random draw from the library; any-hit rate near 5%.
